Giardia FBPA inh: blocks Giardia fructose-bisphosphate aldolase activity; A8B2U2; Potency, µM (doses to about 59.6 µM), for the others: at the highest dose activity, negative = inhibition, actives largely listed as inhibitors; 290,000 compounds, 0.71% hits; AID 2451; purified Giardia FBPA; further: potency means the concentration at half of the fitted maximal effect; on the % scale 0 is the no-effect control and ±100 the full control effect; nearly all actives have a fitted effect of over 55% in size
Target sequence (A8B2U2 whole entry, looked up): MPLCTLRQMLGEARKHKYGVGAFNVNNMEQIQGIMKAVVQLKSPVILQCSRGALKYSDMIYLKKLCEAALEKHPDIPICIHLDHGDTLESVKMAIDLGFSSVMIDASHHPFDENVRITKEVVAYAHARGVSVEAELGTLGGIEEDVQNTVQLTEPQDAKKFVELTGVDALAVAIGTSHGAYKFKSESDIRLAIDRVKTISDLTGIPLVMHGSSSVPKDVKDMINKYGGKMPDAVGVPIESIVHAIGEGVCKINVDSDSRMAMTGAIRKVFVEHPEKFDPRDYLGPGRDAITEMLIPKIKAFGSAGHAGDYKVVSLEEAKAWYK
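Giardia FBPA (40 nM reagent) was preincubated 10 min at RT with compound (up to 57.5 uM final), then substrate plus GAPDH/TPI/NAD/arsenate coupling system with diaphorase/resazurin was added; resorufin fluorescence (525/598 nm) was read after 20 min.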
Cycloheximide cs: counter-screen hit for Shiga toxin inhibitors, cycloheximide; cell reporter, cycloheximide protein synthesis inhibition counterscreen; max response, %; 300,000 compounds, 12% hits; in the data active means max response mostly above about 13%, no sharp cut-off; inactive means mostly below about 14%; further: read at 38.3 µM for the half of the compounds with a filed dose; 0% is about no effect
Sm TGR inh: inhibitors of Schistosoma mansoni thioredoxin glutathione reductase | Q962Y6 | purified TGR, DTNB reduction, TNB absorbance 405 nm | Potency, µM (doses to about 114 µM), for the others: at the highest dose activity change, negative = inhibition, usual class: inhibitors | 360,000 compounds, 3% hits; further: potency means the concentration at half of the fitted maximal effect; on the % scale 0 is the no-effect control and ±100 the full control effect; nearly all actives have a fitted effect of over 60% in size
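Kinetic colorimetric format: TGR-catalysed, NADPH-driven DTNB reduction monitored via TNB absorbance. Enzyme dispensed at 20 nM; compound exposure 15 min at room temperature before reaction start.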
Pf growth 96h: inhibits malaria parasite growth, 96 h | P. falciparum luciferase reporter growth, 96 h | Potency, µM (series often up to 28.7 µM), for inactives: top-dose activity change, negative = inhibition, hits mostly inhibitors | AID 504834 | 320,000 compounds, 6.9% hits; further: potency means the concentration at half of the fitted maximal effect; on the % scale 0 is the no-effect control and ±100 the full control effect
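Infected RBCs, 2% Hct / 0.05% parasitemia final; luciferase-reporter P. falciparum; cpd 96 h, 37 C, 5% CO2; luciferase detection reagent; luminescence.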
Shiga inhibitor: inhibitors of Shiga toxin in Vero cells; AID 2315; Vero cells, Shiga toxin protein synthesis inhibition reporter; inhibition, % at 38.7 µM; 290,000 compounds, 9.2% hits; in the data active means inhibition mostly above about 28%, no sharp cut-off; inactive means mostly below about 43%; further: 0% is about no effect
Pf growth 48h: P. falciparum growth inhibition at 48 hours (one generation). Potency, µM (doses to about 28.7 µM), for the others: at the highest dose activity change, negative = inhibition, usual class: inhibitors. AID 504832. P. falciparum luciferase growth in erythrocytes, 48 h. 310,000 compounds, 5.9% hits; further: potency means the concentration at half of the fitted maximal effect; on the % scale 0 is the no-effect control and ±100 the full control effect
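Here the parasites carry a stable luciferase gene and grow inside erythrocytes in Albumax-based RPMI medium with compound for one erythrocytic cycle. Activity is scored as loss of luminescent signal.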
An asterisk follows results filed as active; ? = inconclusive; nt = not tested or not shown; & = joins results of further samples; [ ] = dose if it differs, or a comment. Unless noted, the call rests on the fitted dose curve; in most records, active means well fitted curve in the direction sought with a large enough effect; inconclusive means small, poorly fitted or top-dose-only effect, or another doubt; inactive means no such curve, though single readings can be large; an effect the other way counts as inactive or inconclusive.

SMILES	Giardia FBPA inh	Cycloheximide cs	Sm TGR inh	Pf growth 96h	Shiga inhibitor	Pf growth 48h
COc1ccccc1C1c2[nH]c3ccccc3c2CCN1Cc1ccc(NC(C)=O)s1 (configuration not stated)	-2%	4	-30%	?	7	?
Cc1ccc(Cn2c(Sc3ncccn3)nc3c2c(=O)[nH]c(=O)n3C)cc1	1%	-1	-7%	-8%[5.75 µM]	-11	-9%
O=C(CCNc1cccc(Cl)c1)c1ccco1	-4%	-3	11µM*	nt	27	5%
O=C1C(Cc2cnc[nH]2)NC(=S)N1c1ccccc1 (configuration not stated)	-11%	-3	0%	?	23	20%
COc1cccc2cc(C(=O)Nc3cc(C)cc(C)c3)/c(=N/NS(=O)(=O)c3ccccc3)oc12	nt	9	2%	44%[activator]	15	-2%
Cc1sc2nc[nH]c(=S)c2c1-c1ccccc1	-3%	-6	?	?	19	7%
Cc1ccc(C)c(NC(=O)c2sc(Cl)nc2-c2ccccc2)c1	-1%	-6	-7%	nt	-20	-28%
CCc1nonc1NC(=O)c1oc2ccc(F)cc2c1C	-5%	18*	1%&8%	?	31	3%
Cc1nc(N2CCCCC2)sc1C(=O)c1ccc(Cl)c([N+](=O)[O-])c1	-14%	10	-30%	56%[activator]	43	-1%
CCOC(=O)c1ccc(NC(=O)Cn2nc(C)c3ccccc3c2=O)cc1	2%	1	0%	-9%	nt	7%
CC(C)N(CC(N)=O)C(=O)Cc1coc2cc3c(cc12)CCC3	3%	-1	-2%	12%	-4	12%
Cc1nc(N2CCN(c3ccccn3)CC2)c2c(C)c(C(=O)Nc3ccc(F)cc3)sc2n1	-13%	2	8%	4.1µM*	-7	13µM*
Cc1ccsc1/C=N/NC(=O)c1cccnc1	-8%	9.9*	8%	23%	25	-8%
CCOC(=O)C1CCCN(C(=O)c2cccc(NC(=O)C(CC)CC)c2)C1 (configuration not stated)	3%	2	nt	12%[5.75 µM]	-16	-17%
Cc1ccc(OCC(=O)N/N=C\c2ccc(C)o2)c([N+](=O)[O-])c1	2%	8	-7%	5.9µM*	44	0%
COCC1=C(C(=O)OC)C(c2ccco2)n2ncnc2N1 (configuration not stated)	-1%	12	0%	?	8	?
O=C(COc1ccccc1)Nc1nn[nH]n1	?	-1	-1%	1%	-5	0%
Cc1cc(C)c(NC(=S)NCC2CCN(C(C)c3ccccc3)C2)c(C)c1 (configuration not stated)	2µM*	-10	-21%	?	-16	?
NC(=O)c1ccc(N2CCN(c3ccccc3O)CC2)c([N+](=O)[O-])c1	-8%	-4	-2%	-12%	-3	0%
O=C(CC1SC(=NCC2CCCO2)NC1=O)Nc1cc([N+](=O)[O-])ccc1Cl (configuration not stated)	-3%	5	-5%	-6%	-9	10%
CCOC(=O)NNC(=S)Nc1c(C)n(C)n(-c2ccccc2)c1=O	-18%	-1	8%	48%[activator]	-4	52%[activator]
O=C(Nc1ccc(Cl)cc1)N1CCC(c2nc(-c3ccccc3Cl)no2)CC1	6%	15	-11%	nt	10	1.9µM*
Nc1ccc(S(=O)(=O)c2cccc(N)c2)cc1	4%	-1	-4%	?	-5	21%
Cc1ccc(NC(=O)c2cccc(NC3=NC4CS(=O)(=O)CC4S3)c2)cc1C (configuration not stated)	-11%	1	-2%	4%	-1	-4%
Cc1cc(C)cc(NC(=O)Nc2ccc3c(c2)N(C)C(=O)CS3)c1	2%	-3	-2%	?	-10	nt
Nc1nc(SCC(=O)NCc2ccccc2Cl)[nH]c(=O)c1NC(=O)c1ccccc1F	6%	1	-6%	37%[activator]	-5	16%
O=C(O)CCCNc1ccc(S(=O)(=O)N2CCCCC2)cc1	6%	-4	0%	-5%	6	19%
COC(=O)c1cccc(S(=O)(=O)N2CCC(n3nnc4cc(F)ccc43)CC2)c1	-1%	-8	2%	-14%	-20	3%
CCNCc1ccc(OCc2cccs2)c(OCC)c1	1%	1	-5%	-3%	-3	-4%
Cc1cccc(-c2noc(CCC(=O)NCc3ccco3)n2)c1	4%	7	-6%	5%	17	nt

3 compounds from above, sorted by heavy-atom count, ascending:
SMILES	Giardia FBPA inh	Cycloheximide cs	Sm TGR inh	Pf growth 96h	Shiga inhibitor	Pf growth 48h
Nc1ccc(S(=O)(=O)c2cccc(N)c2)cc1	4%	-1	-4%	?	-5	21%
Cc1cccc(-c2noc(CCC(=O)NCc3ccco3)n2)c1	4%	7	-6%	5%	17	nt
Cc1ccc(NC(=O)c2cccc(NC3=NC4CS(=O)(=O)CC4S3)c2)cc1C (configuration not stated)	-11%	1	-2%	4%	-1	-4%

An excerpt from further up, as a working copy:
SMILES	Giardia FBPA inh	Cycloheximide cs	Sm TGR inh	Pf growth 96h	Shiga inhibitor	Pf growth 48h
Nc1nc(SCC(=O)NCc2ccccc2Cl)[nH]c(=O)c1NC(=O)c1ccccc1F	6%	1	-6%	37%[activator]	-5	16%
O=C(O)CCCNc1ccc(S(=O)(=O)N2CCCCC2)cc1	6%	-4	0%	-5%	6	19%
COC(=O)c1cccc(S(=O)(=O)N2CCC(n3nnc4cc(F)ccc43)CC2)c1	-1%	-8	2%	-14%	-20	3%
CCNCc1ccc(OCc2cccs2)c(OCC)c1	1%	1	-5%	-3%	-3	-4%
Cc1cccc(-c2noc(CCC(=O)NCc3ccco3)n2)c1	4%	7	-6%	5%	17	nt

Other results follow.
SMILES	Giardia FBPA inh	Cycloheximide cs	Sm TGR inh	Pf growth 96h	Shiga inhibitor	Pf growth 48h
CN(C)C(=S)SCC(=O)Nc1ccc(Cl)cc1Cl	12%	24*	-1%	17%	110*	20%
COc1cc(C(=O)N2C[C@H]3C[C@@H](C2)c2cccc(=O)n2C3)cc(OC)c1OC	19%	-3	-3%	8%	-6	5%
CCCCn1c(-c2c(Cl)c(C)nn2C)n[nH]c1=S	-4%	-3	1%	?	-4	9%
CCc1noc(C)c1C(=O)N1CCN(S(=O)(=O)c2cccs2)CC1	nt	nt	1%	14%	nt	-3%
NS(=O)(=O)c1ccc(CNC(=O)c2cnccn2)cc1	-5%	-3	7%	4%	-5	6%
CCCCC1=CC2=CC(=O)C(C)(OC(=O)CC)C(=O)C2=CN1Cc1ccc(OC)cc1 (configuration not stated)	?	-1	-13%	?	-3	?
C[C@H]1[C@@H](c2ccccc2)O[C@@H](c2ccccc2Br)N1C	nt	nt	-3%	59%[activator]	nt	10%
CC(=O)N1CCC(N(CCN2CCOCC2)C(=S)Nc2ccc(C)cc2C)CC1	-15%	8	-3%	-2%	-13	36%[activator]
Cc1ccc2nc(C)c(C(=O)N/N=C/c3cccs3)cc2c1	-1%	1	-5%	0%	5	0%
CCOC(=O)N1N=C(C)CC1(O)c1ccc(Cl)cc1 (configuration not stated)	0%	-2	0%	0%	3	?
Cc1ccc(-c2onc3ccc(Br)cc23)cc1	-3%	11	0%	20%	-4	2%
CC(=O)Nc1ccc(NC(=O)C(C)OC(=O)C2(c3ccc(Cl)cc3)CCCC2)cc1 (configuration not stated)	-6%	-2	-1%	12µM*	-13	9.3µM*
c1ccc2c(c1)CCN(c1nc3cc4c(cc3s1)OCO4)C2	-27%	40*	-7%	0%	97*	32%[activator]
CCOc1cccc(C2/C(=C(/O)c3ccc4c(c3)CC(C)O4)C(=O)C(=O)N2CCN2CCOCC2)c1 (configuration not stated)	4%	-2	-14%	-8%	-7	1%
Cc1nonc1C(=O)N/N=C/c1ccncc1	-1%	29*	nt	8.3µM*	51*	8%
O=CNCCc1nc2ccccc2n1CCc1ccccc1	8%	-2	-10%	?	-2	?
COC(=O)c1cncc(O)c1	-1%	8	3%	nt	-13	15%
Cc1cccc([C@@H]2[C@@H]3C(=O)N(Cc4ccccc4)C(=O)[C@@H]3[C@]3(C)C(=O)N(c4ccc(Br)cc4)C(=O)N23)c1	16%	8	-7%	?	11	?
Cn1cncc1C#Cc1ccc2cc(C(C)(C)O)oc(=O)c2c1	nt	nt	-5%	0%	nt	?
COc1ccc(CCNc2oc(-c3ccc(OC)c(OC)c3)nc2C#N)cc1	-7%	6	3%	?	23	?
O=[N+]([O-])c1ccc(/C=N/NC2=NS(=O)(=O)c3ccccc32)cc1	-8%	2	5%	-7%	-7	32%[activator]
FC(F)(F)c1cccc(-n2c(Cn3nnc4ccccc43)n[nH]c2=S)c1	6%	-1	24%	?	-12	?
NC(=O)CSc1nnc2n(-c3ccccc3)c(=O)c3c4c(sc3n12)CCCCC4	18%	-2	1%	?	-4	19%
COc1ccc(CC(=O)NC2CCCc3ccccc32)cc1 (configuration not stated)	-1%	0	6%	37%	-4	11%
COc1cccc(C(=O)NC2CCCc3c2cnn3-c2cc(C)cc(C)c2)c1 (configuration not stated)	nt	9	2%	?	7	-3%
CN(CCOc1ccccc1)CC(=O)Nc1ccc(Cl)c(S(=O)(=O)N(C)C)c1	16µM*	2	7%	9.3µM*	-3	-19%
CC(c1nccs1)N(C)C(=O)CCc1nnc(Cc2c[nH]c3ccccc23)o1 (configuration not stated)	0%	7	-36%[57.1 µM]	-18%	13	164%[activator]
Cc1ccc(CN2CC(C(=O)Nc3cccc(S(=O)(=O)N4CCCCC4)c3)CC2=O)cc1 (configuration not stated)	-2%	-4	-4%	?	2	?
O=C1CCCC2=C1C(c1cccs1)Nc1ccc3ncccc3c12 (configuration not stated)	-11%	-6	-1%	45%[activator]	19	43%[activator]
Cc1c(NCc2nc3ccccc3[nH]2)c(=O)n(-c2ccccc2)n1C	-2%	29*	-2%	13µM*	57	21%
Cc1cc(C)nc(NC(=NCc2ccc3c(c2)OCO3)NC(=O)Nc2ccccc2)n1	-8%	2	1.4µM*	41%[activator]	-13	?
CCc1c(C)nc2ncnn2c1N1CCN(S(=O)(=O)c2ccc(OC)cc2)CC1	-1%	-3	0%	?	20	3%
Cc1cc(SCC(=O)OCC(=O)NC(C)c2ccccc2)c(C)cc1Br (configuration not stated)	4%	9	-22%	50%[activator]	-4	16%
Cc1ccccc1CN1CCC(n2nccc2NC(=O)CCCc2ccccc2)CC1	nt	-3	6%	27%	1	?
COc1ccc(/C=C(/NC(=O)c2ccc(C)cc2)C(=O)N2CCCC2)cc1OC	-9%	-3	8%	-21%	4	2%
CCn1cnc2c(NCCc3cccnc3)nc(C#N)nc21	nt	nt	50µM*	?	nt	-21%
CC(C)c1ccc(NC(=O)c2ccc3snnc3c2)cc1	nt	2	0%	74%[activator]	-10	-1%
CCOC(=O)N1CCN(CC(=O)Nc2cc(OC)c(OC)cc2C#N)CC1	1%	7	-1%	?	16	?
COc1ccc(NC(=O)c2cc3ccccc3o/c2=N\NS(=O)(=O)c2ccc(C)cc2)cc1	?	48*	-3%	?	100*	135%[activator]
S=C(NCC1CCCO1)Nc1ccccc1Cl (configuration not stated)	-5%	-1	?	-17%	6	-3%
CCN(CC)c1ncnc2c1cnn2Cc1ccc(Cl)cc1	5%	-2	-1%	0%	-9	?
COc1ccccc1CNC(=O)CCn1c(=O)sc2ccccc21	-1%	-1	2%	?	7	11%
COc1ccc(S(=O)(=O)CCC(=O)Nc2ccc(OC)cc2OC)cc1	-1%	-2	?	?	-11	-9%
Cc1cc(C)c(S(=O)(=O)Nc2ccc[nH]c2=O)c(C)c1	5.6µM*	0	-10%	nt	7	0%
Cc1ccc(S(=O)(=O)N2CCCN(S(=O)(=O)c3ccc(C(F)(F)F)cc3)CC2)cc1	4%	-4	6%	-31%	-3	97%[activator]
CCOC(=O)CCc1c(C)c2ccc3c(c2oc1=O)CN(CCCO)CO3	-2%	-2	-1%	?	5	?
CCOC(=O)c1ccc(N2C(=O)CC(N3CCC(C(N)=O)(N4CCCCC4)CC3)C2=O)cc1 (configuration not stated)	0%	-2	28µM*	?	-1	-9%
CCCCCCSc1nc(O)c(C2OC(=O)c3c2ccc(OC)c3OC)c(=O)n1CC (configuration not stated)	29%	-4	-33%	?	-16	nt
CSc1ccc(/C=N/n2c(C)cc(C)cc2=O)cc1	-6%	27*	?	49%[activator]	112*	0%
